ROC1-CUL1 inh: human ROC1-CUL1 E3 ligase inhibition; 140,000 tested, 0.6% active; in vitro K48 di-Ub FRET, acceptor:donor ratio, 45 min; inhibition, % at 10 µM; P62877+Q13616; in the data active = inhibition above about 25%
Target sequence (P62877 whole entry, looked up): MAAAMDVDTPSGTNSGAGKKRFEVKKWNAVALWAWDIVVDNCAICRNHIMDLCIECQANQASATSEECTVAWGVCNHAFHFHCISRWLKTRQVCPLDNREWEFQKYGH
Target sequence (Q13616 whole entry, looked up): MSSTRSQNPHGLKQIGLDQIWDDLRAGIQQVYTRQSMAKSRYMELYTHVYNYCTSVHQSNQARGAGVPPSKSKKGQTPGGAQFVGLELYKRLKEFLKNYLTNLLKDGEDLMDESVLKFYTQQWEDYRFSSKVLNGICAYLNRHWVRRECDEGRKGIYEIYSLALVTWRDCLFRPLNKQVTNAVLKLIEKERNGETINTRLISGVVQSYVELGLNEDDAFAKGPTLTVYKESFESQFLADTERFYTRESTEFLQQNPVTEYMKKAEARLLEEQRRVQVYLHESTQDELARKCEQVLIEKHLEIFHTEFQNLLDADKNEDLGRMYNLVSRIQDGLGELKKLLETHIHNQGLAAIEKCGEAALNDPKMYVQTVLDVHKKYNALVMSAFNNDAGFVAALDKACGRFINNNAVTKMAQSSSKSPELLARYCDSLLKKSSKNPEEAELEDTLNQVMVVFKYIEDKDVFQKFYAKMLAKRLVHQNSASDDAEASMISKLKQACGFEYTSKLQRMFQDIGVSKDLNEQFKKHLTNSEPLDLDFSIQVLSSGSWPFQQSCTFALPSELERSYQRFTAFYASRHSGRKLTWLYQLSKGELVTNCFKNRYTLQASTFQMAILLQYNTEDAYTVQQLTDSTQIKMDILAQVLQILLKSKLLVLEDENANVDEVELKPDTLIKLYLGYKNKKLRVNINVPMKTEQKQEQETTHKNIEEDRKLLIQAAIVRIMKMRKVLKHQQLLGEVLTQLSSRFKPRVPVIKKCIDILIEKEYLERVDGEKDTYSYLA
Active calls of the source: *.

A first look (7 entries):
Molecule	ROC1-CUL1 inh
CCCOc1ccc(C(=O)C(CN2CCCC2)c2ccccc2)cc1 (stereo unspecified)	-1
Cc1ccc(NC(=O)Cn2c(=O)oc3cc(S(=O)(=O)N4CCCCC4)ccc32)c(C)c1	10
O=C(c1noc2c1CCCC2)N1CCc2[nH]nc(CC3CCCCC3)c2C1	-9
O=C(NCc1ccccc1Cl)c1ccccc1NC(=O)c1nsc2ccccc12	-3
COC(=O)c1sc2cccc(F)c2c1S(=O)(=O)Nc1ccc(C)cc1Cl	15
COc1ccc(NC(=O)COc2ccc(Cl)cc2)cc1NC(=O)c1ccco1	0
O=c1c(Oc2ccc(I)cc2)coc2cc(O)cc(O)c12	11

Main list, previewed entries included:
Molecule	ROC1-CUL1 inh
CCCOc1ccc(C(=O)C(CN2CCCC2)c2ccccc2)cc1 (stereo unspecified)	-1
Cc1ccc(NC(=O)Cn2c(=O)oc3cc(S(=O)(=O)N4CCCCC4)ccc32)c(C)c1	10
O=C(c1noc2c1CCCC2)N1CCc2[nH]nc(CC3CCCCC3)c2C1	-9
O=C(NCc1ccccc1Cl)c1ccccc1NC(=O)c1nsc2ccccc12	-3
COC(=O)c1sc2cccc(F)c2c1S(=O)(=O)Nc1ccc(C)cc1Cl	15
COc1ccc(NC(=O)COc2ccc(Cl)cc2)cc1NC(=O)c1ccco1	0
O=c1c(Oc2ccc(I)cc2)coc2cc(O)cc(O)c12	11
CC(NC(=O)/C=C/C(=O)O)C12CC3CC(CC(C3)C1)C2 (stereo unspecified)	6
CCCc1ccc(-c2n[nH]c3c2CN(C(=O)c2cnc(C)nc2)CC3)cc1	4
Cc1ccc(CSc2nnc(-n3c(=O)c(C#N)cc4c(=O)n5cccc(C)c5nc43)s2)cc1	-15
Cc1cc(NC(=O)c2cc(-c3ccc(Cl)cc3)on2)nn1Cc1ccc(Cl)cc1	1
O=C(CCC1CCN(Cc2cc(F)ccc2-n2cccn2)CC1)N1CCOCC1	2
CC1CCN(S(=O)(=O)c2ccc(NS(C)(=O)=O)cc2)CC1	8
O=C(COc1ccccc1-c1nc(-c2ccccc2)no1)Nc1ccccc1[N+](=O)[O-]	1
CSc1nnc(-c2ccc(N)cc2)n1C	-3
COc1ccc(-c2cn3c(n2)sc2cc(C(=O)NCCC4=CCCCC4)ccc23)cc1	5
COc1cc(NS(=O)(=O)c2ccc3[nH]c(=O)[nH]c3c2)cc(OC)c1	-6
Cc1[nH]n(-c2ccccc2)c(=O)c1C1=c2cc(Br)ccc2=NC1=O	8
NC(CCc1c(Cl)cccc1Cl)c1ccc(Cl)cc1Cl (stereo unspecified)	7
Cc1nnc(N2C(=O)c3oc4ccccc4c(=O)c3C2c2ccc(C(C)(C)C)cc2)s1 (stereo unspecified)	-2
Cc1nc2sccn2c1CN1CCC(n2cc(CCO)nn2)CC1	-7
Cc1ccc(-c2c3c(nc4sc(C(=O)c5ccccc5)c(N)c24)CCCC3)o1	-3
COc1ccc(-c2ccc(CCC(=O)O)n2CC(=O)Nc2cccc(Cl)c2C)cc1	5
CC(=O)Nc1ccc(C(=O)OCc2ccc(Cl)cc2)cc1	4
CCCCc1nnc2sc(-c3ccc(F)cc3)nn12	2
O=C(c1ccccc1)c1sc(Nc2ccccc2)c2c(=O)n(-c3ccccc3)ncc12	4
O=C1/C(=C/c2ccccc2)N=C(N2CCOCC2)N1c1cccc(Cl)c1	2
O=c1c(Cc2ccccc2)c([O-])[n+](-c2ccccc2)c2ccc(Cl)nn12	-4
O=C(COC(=O)C1CC(=O)N(Cc2ccco2)C1)c1ccc(OC(=O)c2cccs2)cc1 (stereo unspecified)	-6
O=C(Nc1nc(-c2ccc(Br)cc2)cs1)c1cccc(I)c1	5
O=C(CSc1nnc(Cc2ccccc2)n1Cc1ccccc1)N1CCCC1	-1
CC(C)(C)C1=NN(Cc2nnc(-c3ccccc3)o2)C(=O)SC1	6
CCCCC1CCC(C(=O)OCC(=O)c2ccc(Br)cc2)CC1 (stereo unspecified)	-4
Cc1cc(C)c(NC(=O)COCc2cc(-c3cccs3)on2)c(C)c1	-7
COc1ccc(-n2c(=O)c3c4c(sc3n(Cc3ccccc3C)c2=O)CCCC4)c(OC)c1	-11
Cc1ccc(F)cc1NCN1C(=O)S/C(=C/c2ccccc2F)C1=O	-3
CN1CCCC1C(=O)Nc1ccc(-c2cscn2)cc1 (stereo unspecified)	-2
CCN(CCn1cccn1)c1nc2nonc2nc1NC1CC1	-3
CCN1CCC(C(=O)Nc2ccc(Oc3ccccc3F)cc2)CC1	12
COc1cccc(CN(C)Cc2c(C(=O)N3C[C@@H](C)O[C@@H](C)C3)nc3sccn23)c1	-1
CCNS(=O)(=O)c1ccc(OC)c(NC(=O)CC)c1	0
O=C(O)C1C2C=CC(C2)C1C(=O)Nc1nncs1 (stereo unspecified)	-2
C/C(=N\Nc1ccc([N+](=O)[O-])cc1)C1CC1	-3
O=C(NC1CC(=O)N(C2Cc3ccccc3C2)C1)c1cc[n+]([O-])cc1 (stereo unspecified)	2
CCCCCOc1cccc(C2C(C(=O)c3cccs3)C(=O)C(=O)N2CCN2CCOCC2)c1 (stereo unspecified)	14
C=CCN(Cc1nc(-c2ccc(C)s2)oc1C)C1CCS(=O)(=O)C1 (stereo unspecified)	2
Nc1c(C(=O)c2ccc(F)cc2)sc2nc3c(c(-c4cccnc4)c12)CCCC3	12
CCOC(=O)C1=C(C)N=c2s/c(=C\c3cc(C)n(-c4cccc(C(=O)O)c4)c3C)c(=O)n2C1c1ccc(OC)c(OCC)c1 (stereo unspecified)	0
CCc1ccc(OCC(=O)Nc2cc(-c3ccc(C)cc3)no2)cc1	-1
CCC(C)n1c(=N)c(S(=O)(=O)c2ccc(C)cc2)cc2c(=O)n3cc(C)ccc3nc21 (stereo unspecified)	2
CC(=O)c1ccc(N2CCN(S(=O)(=O)c3ccc(-c4cc(C(F)(F)F)on4)s3)CC2)cc1	4
O=C(CSc1nc(-c2ccccc2)cc(=O)[nH]1)N1CCc2ccccc2C1	6
CC(C)N1CCCC1c1ccc(C(=O)NCc2ccc3nonc3c2)s1 (stereo unspecified)	3
COC(=O)[C@@H](NC1CCN(c2ccc(C(=O)N3CCc4ccccc4C3)cc2)CC1)c1ccccc1	-9
CCCCSc1nnc2c(n1)OC(c1ccc(Cl)cc1)Nc1ccccc1-2 (stereo unspecified)	-2
Cc1ccccc1-c1ccc2ccccc2n1	-3
O=c1c2c3c(sc2nc(SCc2nc4ccccc4[nH]2)n1-c1ccc(Cl)cc1)CCCC3	-3
CCOC(=O)CN(C(=O)c1ccc(C)cc1)N(C(=O)c1ccc(C)cc1)C(C)(C)C	0
CCOc1ccc(NC(=O)Cn2cc(C(=O)c3ccc(CC)cc3)c(=O)c3cc(C)ccc32)cc1	-1
CCC1CCc2c(sc(NC(=O)CC(C)C)c2C#N)C1 (stereo unspecified)	12

(more compounds)
Molecule	ROC1-CUL1 inh
CC(C)(C)c1cc(C(=O)Nc2cccc3ccccc23)ccn1	-2
Cc1ccc(NC(=O)CN2C(=O)C3(SCC(=O)N3c3cccc(Cl)c3)c3ccccc32)cc1C (stereo unspecified)	-2
Cc1nc(-c2ccccc2)sc1COC(=O)c1ccc(Cl)cc1	-4
CN(C)CCOc1cccc(CN(Cc2ccccn2)C(=O)c2ccc(C(F)(F)F)cc2)c1	7
Cc1nc(Nc2ccc(F)cc2)nc2c1C(=O)CC(C)(C)C2	2
CCOc1ccc2ccccc2c1/C=N/NC(=O)c1ccc(CC)cn1	-3
CCOC(=O)CNC(=O)c1cc2c(=O)oc3ccccc3c2s1	-5
COc1ccccc1CNC(=O)Cn1c(=O)nc(-c2ccccc2F)c2cc(Cl)ccc21	-23
Cc1nn(C)c2c1c(C(F)(F)F)cc(=O)n2CC(=O)NCc1ccccc1Cl	-1
C=CCOc1ccccc1/C=C1\SC(N2CCN(c3ccccc3C)CC2)=NC1=O	-5
CCCNC(=O)C1CCC(Cn2c(=O)c3sccc3n(CC(=O)NCc3cccc(OC)c3OC)c2=O)CC1 (stereo unspecified)	-4
CCc1nn(-c2ccccc2)c2nc(-c3cccnc3)c3cc(OC)c(OC)cc3c12	5
CC(NC(=O)Oc1ccccc1)c1ccccc1 (stereo unspecified)	0
Cc1cc(Br)ccc1O	3
COc1ccc(-c2nc(CN3CCN(C4CCCCC4)C(=O)C3)c(C)o2)cc1	-5
N#CC1C(=N)Oc2c(sc3ccccc23)C1c1ccccc1OC(=O)c1ccccc1 (stereo unspecified)	8
CCC(NC(=O)Nc1cc(OC)ccc1OC)c1c(-n2cccc2)sc2c1CCN(CC)C2 (stereo unspecified)	2
CCC(C)C(NC(=O)c1ccccc1NC(=O)c1ccc(OC)cc1)C(=O)Nc1ccccc1OC (stereo unspecified)	-2
O=C(NCCc1ccccc1)C1C=Nc2ccc(S(=O)(=O)Nc3ccc(F)cc3F)cc2C1=O (stereo unspecified)	1
COc1ccc2c(c1)-c1c(ssc1=S)C(C)(C)N2C(=O)CN1C(=O)c2ccccc2C1=O	6
CCOC(=O)CCNC(=O)N1CCCC(CNC(=O)c2cccs2)C1 (stereo unspecified)	10
CC(C)(C)c1ccc(S(=O)(=O)NCC(=O)Nc2sc3c(c2C#N)CCC3)cc1	8
COc1cccc(C(=O)Nc2ccc3nc(N4CCC(C)CC4)cc(C)c3c2)c1	3
CCOC(=O)C1CCCN(C(=O)c2coc(COc3ccccc3F)n2)C1 (stereo unspecified)	6
Cc1ccc(N=C2NC(=O)C(CC(=O)Nc3ccc(C(C)C)cc3)S2)cc1C (stereo unspecified)	-2
Cc1ccc2c(c1)C(c1ccc(Br)cc1)=NNC(c1ccccc1)=N2	-5
O=C(c1ccccc1Cl)N(Cc1ccco1)c1ccccn1	4
Cc1cccc(CC(=O)Nc2cccc(-c3nc4cccnc4s3)c2)c1	6
CCn1c(SCc2c(F)cccc2Cl)nnc1-c1ccccn1	0
COc1cccc(OCCSc2nc3sc4c(c3c(=O)n2-c2ccccc2)CCC4)c1	-7
O=C(CSc1nc2c([nH]c3ccccc32)c(=O)n1-c1cccc(Cl)c1)N1CCc2ccccc21	-4
CCOC(=O)c1c2c(nc3sc(C(=O)c4ccccc4)c(N)c13)CCCC2	-8
O=C(c1cccc(Br)c1)c1coc2ccc(Br)cc2c1=O	5
O=C(Nc1nnc(S(=O)(=O)N2CCc3ccccc32)s1)c1cccc(Cl)c1	-6
Cc1cc(C)n(-c2cccc(CN(C)C(=O)C3CC(Cc4ccc(F)cc4)=NO3)c2)n1 (stereo unspecified)	-3
Cc1ccccc1CCC1CCCN(C(=O)c2cscn2)C1 (stereo unspecified)	-15
Cn1cc(CN2CCOC(Cc3cccc(C(F)(F)F)c3)C2)cn1 (stereo unspecified)	-3
CN1CCCC(O)(CNC2(c3ccccc3)CC2)C1=O (stereo unspecified)	-2
CCCc1c2ccccc2nc2c1cc1c3c(cccc32)CC1	-1
CCC(=O)Nc1ccc(N2CCN(C(=O)C(C)(C)C)CC2)c(Cl)c1	1
O=C(Cn1nnc2ccccc21)NNC(=S)NC1CCCCC1	12
Cc1nc2sc(C(=O)Nc3cccc(C(F)(F)F)c3)c(N)c2c2c1CCCC2	-1
C/C(=N/NC(=O)c1cccs1)c1cccc(NC(=O)C2CC2)c1	-11
Fc1ccc(/C(=C\CCn2ccnc2)c2ccccc2)cc1	-11
CCCCS(=O)(=O)N1CCCC(C(=O)Nc2ccccc2C)C1 (stereo unspecified)	-6
C=CCN1C(=O)N=C(Cc2cc(Br)c(OCC(=O)O)c(OC)c2)C1=O	-14
O=C(c1ccccc1)c1c(-c2ccc(Cl)cc2)c(Cc2ccccc2)c(-c2ccccc2)n(-c2ccc(Cl)cc2)c1=S	-3
Cc1ccc(C(=O)Nc2ccccc2)cc1S(=O)(=O)Nc1ccccc1	-3
CCCCCOc1ccc(C2C(C(=O)c3ccc(OCC)cc3)C(=O)C(=O)N2Cc2ccco2)cc1 (stereo unspecified)	21
COc1cccc(Cn2c(SCC(=O)N(C)c3ccccc3)nc3ccccc32)c1	1
COc1ccc(-c2nc3ccccc3o2)cc1NC(=O)C(C)(C)Oc1ccc(Br)cc1	-5
O=C(N/N=C/c1ccc(Br)s1)c1cc(-c2ccncc2)nc2ccccc12	7
O=C(COc1ccc(Cl)cc1)N(Cc1ccco1)c1ccccn1	11
Cc1ccc(NC(=O)c2sc(-n3nc(C)c(Cc4ccc5c(c4)OCO5)c3C)nc2C)cc1C	4
Cc1ccc(S(=O)(=O)Oc2c(C=C(C#N)C#N)n(C)c3ccccc23)cc1	1
Cc1cccnc1-c1cccc(-c2ccn(Cc3cncn3C(C)C)n2)c1	7
O=C(COc1ccc(/C=N/NC(=O)COc2ccc(Cl)cc2Cl)cc1)NCC1CCCO1 (stereo unspecified)	2
C=CCNCCCCOc1ccccc1C(C)(C)C	-8
CN1CCC2(CCCN(CC3CCCCC3)C2=O)C1 (stereo unspecified)	-1
Cc1[nH]cnc1CSCCOC(c1ccccc1)c1ccccc1	10

3 compounds from above, ordered by the number in ROC1-CUL1 inh, falling:
SMILES,ROC1-CUL1 inh
O=C(Cn1nnc2ccccc21)NNC(=S)NC1CCCCC1,12
COc1ccc(-c2nc3ccccc3o2)cc1NC(=O)C(C)(C)Oc1ccc(Br)cc1,-5
Fc1ccc(/C(=C\CCn2ccnc2)c2ccccc2)cc1,-11

Random excerpt: 3 records from the list
Molecule	ROC1-CUL1 inh
O=C(COc1ccc(Cl)cc1)N(Cc1ccco1)c1ccccn1	11
C=CCNCCCCOc1ccccc1C(C)(C)C	-8
CCCCS(=O)(=O)N1CCCC(C(=O)Nc2ccccc2C)C1 (stereo unspecified)	-6

Source: PubChem BioAssay

An excerpt; the hit share may differ from the screen's.
